# Source: PubChem BioAssay
# DAX1 inh-1 – inhibits human nuclear receptor DAX1; inhibition, % at 6.75 µM; P51843; HEK293 Gal4-DAX1 luciferase reporter, luminescence; AID 504766; hit rate 0.99% among 340,000;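 active means inhibition above the mean over all tested compounds plus 3 SD, cut at about 4.2% in these data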;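 further: 0% = DAX1-transfected cells with DMSO and 100% = empty-vector control cells with DMSO; inhibition shows as a rise in luminescence from relieved DAX1 repression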
# Target sequence (P51843 207-470 limits assumed): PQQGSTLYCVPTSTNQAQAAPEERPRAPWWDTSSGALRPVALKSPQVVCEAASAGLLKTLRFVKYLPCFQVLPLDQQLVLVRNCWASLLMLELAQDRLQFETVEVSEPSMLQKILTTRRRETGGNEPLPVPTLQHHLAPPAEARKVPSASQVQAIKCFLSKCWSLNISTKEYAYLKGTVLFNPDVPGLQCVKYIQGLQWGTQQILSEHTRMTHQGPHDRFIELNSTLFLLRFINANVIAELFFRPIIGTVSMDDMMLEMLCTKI
# ssDAF-12 act – activates DAF-12 receptor from parasite S. stercoralis; HEK293 ssDAF-12/GRIP1 lit1-tk-luc reporter, luminescence; % of 3 µM dafachronic acid response; activation, % at 6.8 µM; hit rate 1% among 370,000; AID 652126;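 active means activation above the mean over all tested compounds plus 3 SD, cut at about 0.9% in these data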;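 further: 0% = DMSO-only wells and 100% = 3 µM delta7-dafachronic acid wells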
# proKLK7 act – activates the human kallikrein-7 zymogen | hit rate 0.9% among 370,000 | purified proKLK7, EDANS-DABCYL substrate fluorescence; 100% is mature enzyme control, 0% vehicle | AID 652039 | activation, % at 7 µM | P49862;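 active means activation above the mean of all tested compounds plus 3 SD, computed per campaign excluding outliers beyond control limits, cut at about 13% in these data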
# NPR2 activator – GC-B (human) receptor activation | P20594 | HEK293-GC-B cells, CNP EC30, cGMP TR-FRET; 0% at EC30 CNP, 100% saturating CNP | hit rate 0.11% among 370,000 | activation, % at 10 µM;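 active means activation at 10 µM reaching about 35% in either raw or pattern-adjusted values, limit read from the data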
# FXN GAA850 act – activators of GAA850 frataxin (FXN) promoter; activation, % at 6 µM; HEK293 lucGAA850 FXN promoter luciferase reporter, 24 h; percent of 10 µM SAHA response; hit rate 0.56% among 360,000;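 active means activation above the average of all compounds screened plus 3 SD, cutoff fixed separately per campaign, cut at about 7.5% in these data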;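 further: 0% = DMSO wells and 100% = 10 µM SAHA wells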
# hgDAF-12 ag – agonists of H. glycines DAF-12 nuclear receptor | HEK293 GAL4-hgDAF12 UAS-luciferase reporter, agonist luminescence; normalized to butyrate control | activation, % at 6.8 µM | hit rate 1.8% among 370,000 | AID 687014;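 active means activation above a cutoff set at the mean of all screened compounds plus 3 SD, cut at about 10% in these data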;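 further: 0% = DMSO wells and 100% = sodium butyrate wells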
# DAX1 inh-2 – inhibitors of DAX1 repression of SF-1 activated StAR promoter | AID 652010 | hit rate 1.1% among 370,000 | HEK293T StAR-luciferase reporter, SF-1/DAX-1 repression relief | inhibition, % at 6.8 µM;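 active means inhibition above the mean over all tested compounds plus 3 SD, cut at about 3.6% in these data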;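 further: 0% = DAX-1 cells with DMSO and 100% = cells lacking DAX-1 with DMSO; higher inhibition means more luminescence from relief of DAX-1 repression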
# NPR1 activator – GC-A (human) enzyme activation. hit rate 0.14% among 370,000. activation, % at 10 µM. HEK293 GC-A cells, cGMP TR-FRET, EC30 ANP; 0% at EC30 ANP, 100% saturating ANP; in the data active means activation above about 40%
# SMARCA2 activ – activators of SMARCA2 function; MG213 cells, MMTV-luciferase reporter, dexamethasone, overnight; activation, % at 9.1 µM; hit rate 1% among 370,000; AID 652017; in the data active means activation above about 7.8%;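 further: 0% = vehicle wells and 100% = reference activator wells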
# hcDAF-12 act – activates DAF-12 receptor from parasite H. contortus. HEK293 hcDAF-12 lit1-tk-luc reporter, luminescence; 0% DMSO, 100% Δ7-dafachronic acid. activation, % at 6.8 µM. hit rate 1.4% among 370,000;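 active means activation above the mean of all tested compounds plus 3 SD, cut at about 5.5% in these data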;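 further: 100% = response to 3 µM Δ7-dafachronic acid high control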
# sPLA2-III inh – Inhibits HGIII-sPLA2 liposome hydrolysis, primary screen. AID 743126. inhibition, % at 12.2 µM. hit rate 0.56% among 370,000. Q9NZ20. QFRET BODIPY PC-A2 liposome hydrolysis, fluorescence;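 active means inhibition above mean plus 3 SD of compounds lying within the high and low control bounds, cut at about 19% in these data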;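 further: 0% = median of test compound wells and 100% = no enzyme DMSO wells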
# Target sequence (Q9NZ20 whole entry, looked up): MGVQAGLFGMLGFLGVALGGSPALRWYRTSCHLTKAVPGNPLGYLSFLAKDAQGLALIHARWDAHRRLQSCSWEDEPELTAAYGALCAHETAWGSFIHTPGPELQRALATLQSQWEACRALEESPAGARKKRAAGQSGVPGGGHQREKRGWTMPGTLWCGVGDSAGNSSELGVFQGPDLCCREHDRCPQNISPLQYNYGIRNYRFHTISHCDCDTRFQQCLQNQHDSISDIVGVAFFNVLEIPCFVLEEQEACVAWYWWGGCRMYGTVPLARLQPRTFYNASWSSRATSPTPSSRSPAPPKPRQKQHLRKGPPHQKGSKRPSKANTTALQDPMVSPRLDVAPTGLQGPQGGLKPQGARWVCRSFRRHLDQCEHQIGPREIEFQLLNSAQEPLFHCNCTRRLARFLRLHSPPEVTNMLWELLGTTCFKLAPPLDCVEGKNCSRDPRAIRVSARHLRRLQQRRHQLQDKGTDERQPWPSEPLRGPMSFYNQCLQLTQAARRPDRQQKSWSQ
# * = called active by the depositor; . = no result given.
SMILES,DAX1 inh-1,ssDAF-12 act,proKLK7 act,NPR2 activator,FXN GAA850 act,hgDAF-12 ag,DAX1 inh-2,NPR1 activator,SMARCA2 activ,hcDAF-12 act,sPLA2-III inh
O=C1[C@H]2[C@H](C=CC[C@H]2C(=O)N2CCN(c3ccccc3)CC2)CCN1Cc1ccccc1,0.1,-0.9,0.3,3,-1.1,-2.5,-0.4,3,0,-1.8,3
Cc1nc(C)c(-c2ccc(SCc3ccc(Cl)cc3)nn2)s1,-0.1,-1.4,0.0,-1,2.6,-1.0,-1.6,-3,-2,-3.0,-8
COc1cccc(CN(C)C(=O)CSCC(=O)Nc2cc(C)on2)c1OC,-0.5,0.5,0.2,6,-0.2,0.7,-0.7,0,1,-0.5,-4
COc1ccc(CCN(C)CC(O)COC(c2ccc(F)cc2)c2ccc(F)cc2)cc1OC (stereo not given),-1.1,-1.0,-0.2,-12,-2.4,-1.5,-0.1,-30,-1,0.1,-7
COc1ccc(S(=O)(=O)NCC(c2cccnc2)N2CCN(C)CC2)cc1C (stereo not given),1.1,-0.8,1.0,12,0.0,-0.5,-0.5,3,-2,-0.1,6
CC(C(=O)Nc1cccnc1)N1C(=O)c2ccccc2C1=O (stereo not given),0.2,-0.8,0.5,-2,-0.8,0.2,0.2,-4,-3,-2.2,0
CC(=O)Nc1ccc2c(c1)OCCOCCOc1cc(NC(C)=O)ccc1OCCO2,1.2,-1.2,0.8,1,0.5,1.3,-0.2,-3,2,-1.3,1
COCCN(Cc1ccc(C)cc1)C(=O)[C@H]1O[C@@H](n2cnc(C(N)=O)n2)[C@H](O)[C@@H]1O,.,-0.5,0.4,3,.,-0.4,1.0,0,-3,-1.8,10
COc1ccc(-c2cnnn2-c2ccc(N)cc2)cc1OC,0.6,-1.4,0.2,5,0.8,-1.1,-0.5,1,1,-0.6,4
O=C1NC(Cc2ccc(O)cc2)c2nc3cc(Cl)ccc3c(=O)n2-c2cc(Cl)ccc21 (stereo not given),-1.2,-0.8,-0.5,-11,2.3,-0.1,-2.0,-19,-2,2.3,-18
CCCS(=O)(=O)NC(=O)C1(C)CCCN(C(=O)c2cccc(C(F)(F)F)c2)C1 (stereo not given),.,-0.3,0.3,-6,-1.7,-1.6,0.6,0,2,0.8,11
Cc1cc2cc3c(cc2nc1SCC(=O)N1CCCC1)OCCO3,-0.5,-0.7,-0.3,-2,0.0,-2.1,-0.2,1,-3,-2.3,6

# Entries listed so far that contain sulfur:
SMILES,DAX1 inh-1,ssDAF-12 act,proKLK7 act,NPR2 activator,FXN GAA850 act,hgDAF-12 ag,DAX1 inh-2,NPR1 activator,SMARCA2 activ,hcDAF-12 act,sPLA2-III inh
Cc1nc(C)c(-c2ccc(SCc3ccc(Cl)cc3)nn2)s1,-0.1,-1.4,0.0,-1,2.6,-1.0,-1.6,-3,-2,-3.0,-8
COc1cccc(CN(C)C(=O)CSCC(=O)Nc2cc(C)on2)c1OC,-0.5,0.5,0.2,6,-0.2,0.7,-0.7,0,1,-0.5,-4
COc1ccc(S(=O)(=O)NCC(c2cccnc2)N2CCN(C)CC2)cc1C (stereo not given),1.1,-0.8,1.0,12,0.0,-0.5,-0.5,3,-2,-0.1,6
CCCS(=O)(=O)NC(=O)C1(C)CCCN(C(=O)c2cccc(C(F)(F)F)c2)C1 (stereo not given),.,-0.3,0.3,-6,-1.7,-1.6,0.6,0,2,0.8,11
Cc1cc2cc3c(cc2nc1SCC(=O)N1CCCC1)OCCO3,-0.5,-0.7,-0.3,-2,0.0,-2.1,-0.2,1,-3,-2.3,6

# New compounds follow
SMILES,DAX1 inh-1,ssDAF-12 act,proKLK7 act,NPR2 activator,FXN GAA850 act,hgDAF-12 ag,DAX1 inh-2,NPR1 activator,SMARCA2 activ,hcDAF-12 act,sPLA2-III inh
C=CC[C@@H](CC(=O)OC(C)(C)C)C(=O)OC[C@@H]1CCCN1C(=O)[C@@H](CC=C)CC(=O)N(CCO)Cc1ccccc1,-0.5,-1.8,9.2,-5,-7.0,-3.7,0.0,-2,0,-1.9,-14
COc1ccc(CCC(=O)NNC(=O)c2ccc(F)cc2)cc1,0.2,-0.6,0.0,5,-1.1,1.1,-0.2,2,-2,1.4,-4
COc1ccc(N2C(=O)CSC(c3ccccc3)C2=O)cc1 (stereo not given),-0.1,-0.6,-0.5,-1,1.6,0.6,-0.3,1,-2,1.0,-37
Cc1ccc(Cc2c(C)nc3nc(SCC(=O)NCCCN4CCCCC4)nn3c2C)cc1,-1.4,-1.6,-0.2,1,-0.6,-2.0,-0.1,-6,-3,-2.8,7
CCCc1nnc(SCC(=O)NC2CCCC2)n1CCOC,-0.1,-0.9,0.0,7,0.8,-0.3,0.4,-2,-2,-0.5,6
COC(=O)c1ccc(C(=O)NC(=S)Nc2ccc3nc(SC)sc3c2)cc1,1.7,-0.4,-0.7,-3,0.2,0.6,-0.3,-1,-2,0.3,1
COc1ccc(N(CC(=O)NCCc2ccc(Cl)cc2)S(=O)(=O)c2c(C)[nH]c(=O)[nH]c2=O)cc1,0.8,-0.5,0.0,-3,1.5,0.0,-0.6,-1,-2,-0.1,-6
N#CCN1C(=O)C(=O)N(Cc2cccc(Cl)c2)C1=O,-0.6,-1.4,1.0,-4,-0.2,-2.8,0.1,0,-1,-1.1,6
N#CCCN(Cc1ccccc1)C(=S)Nc1ccccc1,0.0,-1.3,-0.1,2,1.5,0.3,-0.1,-3,0,-1.1,5
CCc1nc2c(OCc3ccc(C(F)(F)F)cc3)cccn2c1N(C)C(=O)C1CC1,.,-1.9,-0.4,4,-1.7,-4.7,-2.2,3,0,-1.9,-5
O=C(Nc1cc(C(F)(F)F)ccc1N1CCOCC1)c1ccncc1,1.4,-0.2,-0.6,2,1.5,-0.3,-1.6,-1,-2,0.4,5
O=C(CSC1=NS(=O)(=O)c2cc(F)ccc2N1)Nc1cccc(F)c1,2.2,-0.7,-0.4,4,-0.4,-0.7,-0.3,3,1,-0.2,-31
COc1cc(OC)cc(C(=O)NC2CCSc3ccccc32)c1 (stereo not given),-0.3,0.0,-0.8,-6,1.0,-2.8,-1.0,-5,-1,1.0,3
O=C(CSc1nc2ccccc2n1Cc1ccccc1Cl)NN=C/C(Br)=C/c1ccccc1,.,-1.6,-1.2,10,.,-3.3,-1.9,0,-4,-1.5,-7
CC1=C(C(=O)OC(C)C)C(c2ccccc2)NC(=O)N1C (stereo not given),1.7,-1.5,0.5,-1,-0.7,-2.3,0.0,-5,-1,-0.9,2
COc1ccc(NC(C)=O)c2nc(C)c(C)nc12,-1.0,-1.0,0.5,-2,-0.1,0.6,0.9,9,-1,1.9,-1
O=C(NCc1ccco1)Nc1ccccc1Cl,-0.3,-0.6,-0.2,9,2.6,3.7,0.4,-3,6,-0.5,-4
O=C(CSc1nnc(-c2ccccc2)n1-c1ccccc1)Nc1cccc2ccccc12,.,-0.3,-0.3,-4,.,0.1,-1.3,-5,-3,1.6,3
C[C@@H]1CN([C@H](C)CO)C(=O)CCCn2cc(nn2)CO[C@H]1CN(C)C(=O)c1cc(-c2ccccc2)on1,0.4,-1.1,0.3,5,0.1,-1.7,0.6,1,4,0.4,5
CCCn1c(SCC(=O)N2c3ccccc3Sc3ccccc32)nc2ccccc21,1.3,-1.1,-0.1,-14,-0.8,-1.8,-0.5,-25,-3,1.9,-15
Cc1cc(C)cc(NC(=O)CCN2CCCC2)c1,-1.2,-1.2,0.0,6,-1.5,-0.6,-0.5,-3,-4,-0.6,4
CCCC(=O)NC(=S)Nc1cccc(NC(=O)c2ccccc2Cl)c1,-0.9,-1.1,0.0,5,0.2,-0.8,-0.3,0,-2,-3.4,6
COc1cc(OC)cc(C(=O)NCC(=O)OCC(=O)NC(C)(C)C)c1,-1.0,-1.2,-0.1,3,1.3,1.6,0.1,2,-2,2.2,-4
COc1ccccc1NS(=O)(=O)c1cccc(NC(=O)c2sc3ccccc3c2Cl)c1,-2.1,-1.9,-1.2,0,-0.1,-0.1,-0.9,-17,-4,-1.1,-19
O=C(Nc1ccc(C(=O)N2CCOCC2)cc1)c1cc(-c2cccnc2)nc2ccc(Cl)cc12,-0.4,-1.6,-0.3,-5,0.4,-0.6,-0.8,-6,5,-0.4,-5
COc1ccccc1N1C(=O)C2C(c3ccccc3F)NN(C(=O)c3ccc(C)cc3)C2C1=O (stereo not given),1.3,-0.9,0.3,3,-1.2,2.3,0.3,-1,0,1.0,-11
CCOC(=O)[C@@]12CN(C(=O)OC(C)(C)C)CC=C1N(Cc1ccc(OC)cc1)C(=O)[C@H]2CC(=O)NCCc1ccccc1OC,.,-1.6,-0.1,-4,.,1.5,0.2,-2,-4,-2.2,-5
CN1CCN(C2Cc3ccccc3Sc3ccc(Cl)cc32)CC1 (stereo not given),0.1,-1.6,0.1,19,-0.8,-1.0,0.5,-18,-3,0.1,-14
CC1CC(C)CN(C(=O)COC(=O)/C=C/c2cccc([N+](=O)[O-])c2)C1 (stereo not given),-0.4,-0.2,0.4,4,-0.1,2.0,0.7,-1,-2,-0.3,3
COc1ccc(CNC(=O)C(c2ccco2)N(C(=O)c2csnn2)c2cccc(C)c2C)cc1 (stereo not given),-0.8,-1.6,0.3,-1,-2.6,-1.8,0.0,-14,0,-0.6,3
Cc1cc(C)c(C(=O)CC(=O)c2cccnc2)c(C)c1,-0.5,-1.1,0.9,7,0.0,1.7,-1.4,-2,-2,1.0,0
O=C1CN(C(=O)CSc2nncn2-c2ccccc2)c2ccccc2N1,1.0,-0.8,-0.4,1,1.6,0.0,0.9,1,0,-0.8,3
CCC1CCCCN1CCCNC(=O)c1ccc2c(c1)c(C)c(C)n2CC (stereo not given),0.4,-0.8,-0.3,-4,-1.1,0.7,0.3,-4,-1,-0.5,-3
